# ADAM10 inh: ADAM10 inhibition, QFRET primary screen; O14672; recombinant ADAM10, EDANS/DABCYL FRET peptide cleavage, 3 h; inhibition, % at 7 µM; 370,000 tested, 0.62% active;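 active = inhibition above a per-campaign cutoff equal to the mean of compounds falling between control-based bounds plus 3 SD, cut at about 20% in these data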;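 also: 0% = DMSO wells while the 100% control is not disclosed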
# PG9 Ab binder: small molecules binding HIV-1 gp120 antibody PG9; TR-FRET gp120-PG9 antibody binding; inhibition, % at 6.7 µM; 360,000 tested, 0.43% active; in the data active = inhibition above about 8.5%
# SMARCA2 activ: SMARCA2 function activation, primary screen; 370,000 tested, 1% active; activation, % at 9.1 µM; MG213 cells, MMTV-luciferase reporter, dexamethasone, overnight; in the data active = activation above about 7.8%;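 also: 0% = vehicle wells and 100% = reference activator wells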
# GAA850 FXN act: frataxin GAA850 promoter activation; 360,000 tested, 0.56% active; HEK293 lucGAA850 FXN promoter luciferase reporter, 24 h; percent of 10 µM SAHA response; activation, % at 6 µM;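 active = activation above the average of all compounds screened plus 3 SD, cutoff fixed separately per campaign, cut at about 7.5% in these data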;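 also: 0% = DMSO wells and 100% = 10 µM SAHA wells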
# ADAM17 inh: inhibitors of human ADAM17 | P78536 | recombinant ADAM17, EDANS/DABCYL FRET peptide cleavage | inhibition, % at 6.95 µM | 370,000 tested, 0.83% active;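 active = inhibition above the mean of compounds lying between control limits plus 3 SD, set per campaign, cut at about 8.5% in these data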;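 also: 0% = DMSO-only wells as the low control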
# hgDAF-12 ag: agonists of H. glycines DAF-12 nuclear receptor; HEK293 GAL4-hgDAF12 UAS-luciferase reporter, agonist luminescence; normalized to butyrate control; activation, % at 6.8 µM; 370,000 tested, 1.8% active;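 active = activation above a cutoff set at the mean of all screened compounds plus 3 SD, cut at about 10% in these data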;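 also: 0% = DMSO wells and 100% = sodium butyrate wells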
# hcDAF-12 act: activators of H. contortus DAF-12 nuclear receptor; HEK293 hcDAF-12 lit1-tk-luc reporter, luminescence; 0% DMSO, 100% Δ7-dafachronic acid; activation, % at 6.8 µM; 370,000 tested, 1.4% active;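 active = activation above the mean of all tested compounds plus 3 SD, cut at about 5.5% in these data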;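 also: 100% = response to 3 µM Δ7-dafachronic acid high control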
# DAX1 inh-1: NR0B1 (DAX1) inhibition; P51843; HEK293 Gal4-DAX1 luciferase reporter, luminescence; inhibition, % at 6.75 µM; 340,000 tested, 0.99% active; AID 504766;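 active = inhibition above the mean over all tested compounds plus 3 SD, cut at about 4.2% in these data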;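 also: 0% = DAX1-transfected cells with DMSO and 100% = empty-vector control cells with DMSO; inhibition shows as a rise in luminescence from relieved DAX1 repression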
# ssDAF-12 act: activates DAF-12 receptor from parasite S. stercoralis. activation, % at 6.8 µM. AID 652126. 370,000 tested, 1% active. HEK293 ssDAF-12/GRIP1 lit1-tk-luc reporter, luminescence; % of 3 µM dafachronic acid response;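 active = activation above the mean over all tested compounds plus 3 SD, cut at about 0.9% in these data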;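 also: 0% = DMSO-only wells and 100% = 3 µM delta7-dafachronic acid wells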
# NPR1 activator: GC-A (human) enzyme activation; activation, % at 10 µM; P16066; AID 1671463; 370,000 tested, 0.14% active; HEK293 GC-A cells, cGMP TR-FRET, EC30 ANP; 0% at EC30 ANP, 100% saturating ANP; in the data active = activation above about 40%
# Target sequence (P16066 whole entry, looked up): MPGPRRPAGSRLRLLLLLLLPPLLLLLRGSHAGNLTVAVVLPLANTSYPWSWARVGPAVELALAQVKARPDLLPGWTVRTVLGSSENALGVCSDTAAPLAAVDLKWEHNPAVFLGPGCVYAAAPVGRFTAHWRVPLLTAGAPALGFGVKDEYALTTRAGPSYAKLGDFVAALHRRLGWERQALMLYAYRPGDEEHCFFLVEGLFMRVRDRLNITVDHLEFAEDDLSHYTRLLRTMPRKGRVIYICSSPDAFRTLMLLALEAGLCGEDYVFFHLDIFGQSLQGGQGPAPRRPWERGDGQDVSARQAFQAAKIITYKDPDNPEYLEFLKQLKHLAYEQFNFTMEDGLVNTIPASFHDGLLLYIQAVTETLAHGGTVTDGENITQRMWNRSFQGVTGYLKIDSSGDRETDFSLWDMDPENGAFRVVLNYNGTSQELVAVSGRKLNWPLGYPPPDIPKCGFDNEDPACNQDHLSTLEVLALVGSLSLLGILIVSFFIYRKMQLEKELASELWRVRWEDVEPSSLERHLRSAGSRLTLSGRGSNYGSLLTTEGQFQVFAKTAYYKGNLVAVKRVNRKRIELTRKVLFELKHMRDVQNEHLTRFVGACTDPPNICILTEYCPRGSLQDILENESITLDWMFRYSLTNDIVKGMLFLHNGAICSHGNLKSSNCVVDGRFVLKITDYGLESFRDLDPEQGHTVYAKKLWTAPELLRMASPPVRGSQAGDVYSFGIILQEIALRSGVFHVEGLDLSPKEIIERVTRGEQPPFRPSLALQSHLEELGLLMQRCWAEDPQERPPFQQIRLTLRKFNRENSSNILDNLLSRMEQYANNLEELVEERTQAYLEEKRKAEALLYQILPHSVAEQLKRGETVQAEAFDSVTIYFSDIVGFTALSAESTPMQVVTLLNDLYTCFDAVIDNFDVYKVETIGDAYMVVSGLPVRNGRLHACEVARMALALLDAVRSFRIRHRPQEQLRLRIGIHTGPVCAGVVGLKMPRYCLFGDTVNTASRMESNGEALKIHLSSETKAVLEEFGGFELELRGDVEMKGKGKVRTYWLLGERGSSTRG
# DAX1 inh-2: inhibitors of DAX1 repression of SF-1 activated StAR promoter | inhibition, % at 6.8 µM | HEK293T StAR-luciferase reporter, SF-1/DAX-1 repression relief | 370,000 tested, 1.1% active | AID 652010;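 active = inhibition above the mean over all tested compounds plus 3 SD, cut at about 3.6% in these data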;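 also: 0% = DAX-1 cells with DMSO and 100% = cells lacking DAX-1 with DMSO; higher inhibition means more luminescence from relief of DAX-1 repression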
# Starred values were filed as active, the others as inactive; / = no result given. Random draw from the library; 6.8% or so of the library scored in one or more.
# Second line of a record: ADAM10 inh, PG9 Ab binder, SMARCA2 activ, GAA850 FXN act, ADAM17 inh, hgDAF-12 ag, hcDAF-12 act, DAX1 inh-1, ssDAF-12 act, NPR1 activator, DAX1 inh-2
1: CC(=O)c1cccc(NC(=O)NNC(=O)CCC(=O)Nc2ccc(C)c(C)c2)c1
  -4, -0.3, -2, -0.1, 1, 5.2, -1.8, -0.2, -1.4, 4, 0.4
2: Cn1cc(CN2CCN(CC(C)(C)C)C(CCO)C2)c2ccccc21 (stereo not given)
  9, -2.0, 4, 0.1, -3, -0.7, 0.2, 0.7, -0.7, -6, -0.1
3: c1ccc(Nc2ccnc(Nc3ccccc3)n2)cc1
  6, 0.6, 1, 3.3, -2, 11*, 1.6, 2.5, 0.2, -4, 0.9
4: CC(C)(CO)N=C1NS(=O)(=O)c2cc([N+](=O)[O-])ccc21
  -6, 0.5, -1, 1.7, -2, -0.3, 0.8, -1.4, -0.6, 1, -0.2
5: O=C(O)CCC1(CCC(=O)O)c2ccccc2-c2ccccc21
  8, -2.4, 3, 1.7, -1, -0.3, 0.9, 0.8, -1.0, -2, 0.1
6: COc1ccc(Cc2nnc(NS(=O)(=O)c3ccc(Cl)cc3)s2)cc1OC
  0, 0.0, -4, 2.0, -1, -1.9, -2.5, 2.0, -1.3, 4, 0.2
7: CCOc1ccc(CCNC(=O)CCn2ccc3cc(S(=O)(=O)N4CCCC4)ccc32)cc1
  19, -2.3, -2, -1.4, -2, -0.3, -3.2, -0.2, -1.6, 0, -0.5
8: CCn1c(Cc2ccc(OC)cc2)nnc1SCC(=O)NC1CCCCC1
  1, -4.1, -1, -1.0, -3, -1.7, -0.3, -1.4, -1.4, -3, -0.4
9: Nc1ncc(Br)cc1S(=O)(=O)NCCC(=O)NCCc1ccc(Cl)cc1
  -17, -2.8, -2, -1.9, -4, 0.9, 0.9, -0.2, -0.2, -14, -0.2
10: CCOc1ccc(/C(O)=C2/C(=O)C(=O)N(CCOCCO)C2c2ccc(F)cc2)cc1 (stereo not given)
  0, 7.6, 0, 0.6, -3, -0.5, 0.6, -0.5, -0.4, 15, -0.2
11: Cc1ccc(NC(=O)CNCCCN2CCOCC2)cc1S(=O)(=O)N1CCCCC1
  -3, -0.7, 0, 2.5, -2, -2.2, -1.0, 1.7, -1.0, -1, -0.3
12: Cc1nn(C(C)(C)C)c(N)c1-c1ccccc1
  -1, -0.7, 1, 2.1, 1, -1.8, -1.8, 1.2, -1.3, -2, -0.4
13: N#Cc1cccc(OC(=O)C2CCN(C(=O)c3ccc(F)cc3)CC2)c1
  -2, 0.5, -3, 0.2, -3, -0.1, -1.5, 0.1, -1.0, -5, 0.1
14: CC(=O)c1c(N(C)C)ccnc1C(F)(F)F
  1, 1.4, -2, -4.5, -3, -2.5, 0.5, -1.0, -1.3, -4, -0.5
15: N#Cc1c(NC(=O)Cn2cnc3ccccc3c2=O)oc(-c2ccccc2)c1-c1ccccc1
  10, -0.4, 2, -0.3, 7, -0.5, 0.2, 0.3, -1.0, -4, -0.2
16: CC(C)N1CCC(=NNC(=O)c2ccc(Br)o2)CC1
  -2, -2.5, -2, 3.8, -2, 6.1, 1.1, 1.9, -0.7, 4, 0.2
17: O=C(Nc1c(F)cccc1F)C(c1ccccc1)c1ccccc1
  -1, -0.4, -2, 0.1, -7, 2.1, 0.3, /, -1.3, -3, -0.5
18: CCCC(=O)Nc1ccc(C(=O)n2ccc(C)n2)cc1
  -7, -0.6, -2, -0.2, -5, -2.3, -1.5, 0.6, -1.5, 1, -0.3
19: CCCn1nc(C(=O)NNC(=O)c2ccc(OC(F)F)cc2)c2ccccc2c1=O
  -7, -0.2, -4, 1.3, 2, -2.5, -0.7, 1.3, -0.8, -3, -0.5
20: O=C(CN1C(=O)CCC1=O)NNc1ccc2ccccc2c1
  -39, -3.4, 1, 2.2, -18, 1.7, 3.7, 2.0, 0.6, 5, 1.8
21: O=[N+]([O-])c1cc2c(cc1[N+](=O)[O-])OCCOCCOCCOCCO2
  -17, -0.4, -1, 2.4, -4, -0.6, 1.7, 0.1, -0.5, 1, 0.1
22: CC(=O)c1sc(NC(=O)c2ccc(Cn3cc(Br)cn3)o2)nc1C
  -14, 2.1, -4, -0.8, -1, -0.6, -0.9, 0.4, -1.5, 3, 0.9
23: CCOC(=O)C1CCN(CC(=O)Nc2c(C(=O)OC)[nH]c3cccc(C)c23)CC1
  -9, -1.8, 0, 1.4, -5, -4.3, 0.0, 0.9, -1.1, -2, -0.8
24: C=CCOc1ccc(/C=C/C(=O)OCC(=O)N2CCN(C(C)=O)CC2)cc1
  -30, -1.0, 1, 1.1, -3, 0.7, -1.3, 1.3, -1.0, 2, -1.5
25: O=S(=O)(Nc1cccc(S(=O)(=O)N2CCOCC2)c1)c1ccc2c(c1)OCCO2
  -5, -0.1, -3, 1.9, -4, -4.3, -0.7, -0.9, -1.1, 1, -0.7
26: Cc1ccc(NC2CCCN(C(=O)c3cn4cc(Cl)ccc4n3)C2)cc1C (stereo not given)
  0, -4.4, 2, 2.6, -1, -1.2, -1.8, -0.4, -1.2, -2, -2.8
27: Cc1ccccc1-c1noc(-c2ccc(Cl)cc2)n1
  5, -1.8, 0, 1.3, 0, 1.0, -0.3, -0.1, -0.3, -1, -0.2
28: O=S(=O)(CCc1nc2ccccc2o1)c1ccc(Cl)c(Cl)c1
  1, 0.6, 0, -0.8, 1, 2.3, -0.8, 1.0, -1.4, 3, 1.3
29: COc1cccc(NC(=O)CN(C)C(=O)CCCc2nc3ccccc3s2)c1
  -7, -1.8, -1, 1.4, 0, -0.3, -2.2, -0.9, -0.7, -3, -0.2
30: Cc1ccccc1NC(=O)CSc1nn2c(=O)c(C)nnc2s1
  5, 0.3, -1, 1.2, -2, -1.1, 0.0, 1.4, -1.8, 0, 0.0

# The last 3 records of the section before lead into the next.
# Second line of a record: ADAM10 inh, PG9 Ab binder, SMARCA2 activ, GAA850 FXN act, ADAM17 inh, hgDAF-12 ag, hcDAF-12 act, DAX1 inh-1, ssDAF-12 act, NPR1 activator, DAX1 inh-2
28: O=S(=O)(CCc1nc2ccccc2o1)c1ccc(Cl)c(Cl)c1
  1, 0.6, 0, -0.8, 1, 2.3, -0.8, 1.0, -1.4, 3, 1.3
29: COc1cccc(NC(=O)CN(C)C(=O)CCCc2nc3ccccc3s2)c1
  -7, -1.8, -1, 1.4, 0, -0.3, -2.2, -0.9, -0.7, -3, -0.2
30: Cc1ccccc1NC(=O)CSc1nn2c(=O)c(C)nnc2s1
  5, 0.3, -1, 1.2, -2, -1.1, 0.0, 1.4, -1.8, 0, 0.0
31: Cc1cc(C(=O)Nc2nc3ccc(Cl)cc3s2)nn1C
  3, -1.1, 6, 1.7, -2, 11*, 3.8, /, 0.0, 12, 1.4
32: CSc1ncccc1C(=O)N1CCN(S(=O)(=O)c2ccc(C)cc2)CC1
  2, -0.3, -1, 0.8, -2, -0.3, -0.4, -0.1, -1.0, 2, -0.2
33: Cc1ccc(S(=O)(=O)Nc2cccc(C(=O)NCCCN3CCCC3=O)c2)cc1F
  -8, 1.4, -1, -1.6, 0, -0.9, -1.3, 0.2, -0.9, -2, -1.1
34: COc1cccc(CN(C)C(=O)c2cc(S(=O)(=O)N3CCN(c4ccccc4)CC3)ccc2Cl)c1
  4, -2.7, -5, -3.6, 4, -5.8, -2.0, -0.1, -1.9, -7, -3.9
35: CC(=O)C(=Nc1ccc(Cl)cc1Cl)NNc1cccc(Cl)c1
  1, 0.2, 2, 1.8, -2, 1.6, -0.1, -0.8, -1.0, 3, -0.3
36: CC1CCCCN1C(=O)c1ccc(OC2CCN(S(=O)(=O)N(C)C)CC2)cc1 (stereo not given)
  12, -2.6, -3, 2.0, 2, -1.1, -1.3, -2.3, -1.3, -4, -1.2
37: CCn1c(SCC(=O)Nc2nccs2)nnc1-c1cccnc1
  -12, 2.1, 0, 1.4, -4, -0.9, 0.7, 0.3, -1.1, -2, -2.0
38: Cc1ccccc1S(=O)(=O)N1C[C@H]2[C@H]3C(=O)N(C4CCCCC4)C(=O)[C@H]3CC(=O)[C@H]2[C@@H]1c1ccc(Cl)cc1
  17, 0.8, -6, /, 8, 1.9, -0.7, /, -1.7, 1, -2.6
39: CCN(CC(=O)Nc1c(F)cccc1F)C(=O)c1ccc(N2CCCC2)c([N+](=O)[O-])c1
  -1, 0.9, 0, 1.3, -3, -1.0, -2.7, -1.2, -1.4, 0, -4.0
40: O=S(=O)(c1cccc2c(S(=O)(=O)N3CCCC3)cccc12)N1CCCC1
  -7, 0.8, 1, -3.5, 0, -0.3, -1.3, 1.7, -1.5, 3, 0.0
41: Cc1c(C)[n+](=O)c(-c2ccco2)c(C)n1[O-]
  1, -0.7, 1, 3.2, -2, 0.2, -1.0, 1.4, -1.5, 3, 0.4
42: O=C(c1ccc2c(c1)OCCO2)C1CCN(S(=O)(=O)c2cccc(F)c2)CC1
  3, -1.9, 0, 4.7, 2, 0.3, -0.7, -0.4, -1.4, -16, -0.5
43: C[C@H](CO)N1C[C@H](C)[C@@H](CN(C)S(C)(=O)=O)Oc2ccc(NC(=O)Nc3ccc4c(c3)OCO4)cc2C1=O
  -5, -1.5, 0, -3.8, -1, 1.1, -1.9, 1.6, -1.0, 2, -0.1
44: CCN1C(=O)[C@H]2[C@@H](c3ccc(C)cc3)N[C@]3(CCCN(Cc4cccn4C)C3=O)[C@H]2C1=O
  -8, -2.0, -3, 1.6, -6, 2.8, -0.8, 1.4, -1.6, 0, 0.1
45: CC(=O)Nc1ccc(NC(=O)c2ccc3c(c2)C(=O)N(c2ccccc2C)C3=O)cc1
  -2, -0.7, 2, -0.1, -1, 0.6, 0.7, -0.9, -1.1, 7, -0.5
46: CC(=O)Nc1ccc(NC(=O)Cn2nc([N+](=O)[O-])c(Br)c2C)cc1
  3, 1.5, -3, -0.3, -2, 0.2, -1.6, -0.2, -1.3, -1, -1.0
47: COc1ccc(C=O)cc1CSc1ccccn1
  3, -1.6, -3, 0.4, -1, -0.1, -0.7, -0.5, -0.7, 1, 0.9
48: COC(=O)[C@@H](NC(=O)Nc1cccc(Br)c1)C(C)C
  -3, -0.1, 0, -1.8, -2, -0.5, -1.0, -0.6, -0.9, 4, 0.3
49: CCC(C)c1ccc(O)c(NC(=S)NC(=O)c2cccnc2)c1 (stereo not given)
  7, -1.7, 0, -0.8, 7, 1.1, -2.1, 0.7, -1.5, -3, 1.8
50: O=C(COC(=O)c1ccc([N+](=O)[O-])o1)Nc1cccc(S(=O)(=O)N2CCCCC2)c1
  5, -1.2, 1, 0.8, -1, -1.6, 0.7, -0.1, -2.1, 0, -0.6
51: Cc1cc(C)n2c(Nc3c(C)cccc3C)c(CCc3ccccc3)nc2n1
  -26, -3.4, 0, /, -10, 0.7, -0.1, /, -1.1, -11, 0.0
52: Cc1cc(NC(=O)CSc2ccc3nnc(-c4ccccn4)n3n2)no1
  -57, -1.8, -1, 0.5, -14, -0.9, -1.8, -0.7, -0.1, -2, 1.2
53: CC(=O)NCC1CCCN(C(=O)c2ccc(OC3CCN(Cc4ccccn4)CC3)cc2)C1 (stereo not given)
  2, 0.3, 4, -0.7, -1, -0.8, -2.1, 0.2, -0.7, 0, 0.0
54: COc1cccc(CNC(=O)C2CCCN(S(=O)(=O)N3CC(C)CC(C)C3)C2)c1 (stereo not given)
  -11, -1.2, -1, 1.0, -1, -2.7, -2.7, -0.6, -1.5, 0, -1.6

# Screening results (PubChem)
